# Screens as filed in PubChem.
# SF-1 act – activators of human nuclear receptor SF-1. Q13285. CHO-K1 Gal4-SF-1 LBD luciferase reporter; % increase over DMSO SF-1-specific signal. activation, % at 10 µM. 1.9% of 65,000 active;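 active = activation above the mean activation of all tested compounds plus 3 SD, cut at about 50% in these data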
#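 material = CHO-K1 cells with Gal4–hSF-1 LBD chimera plus Gal4-driven luciferase | compound = 10 µM single point, 1% DMSO | incubation = 20 h compound exposure at 37 °C after 1 h cell settling | measured by = SteadyLite luciferase luminescence | evaluation = percent activation relative to DMSO median and mock-transfected background | control set = DMSO negative control and −SF1 background wells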
# NADH coupling – blocks coupling enzymes of NAD/NADH assays. coupled PK/LDH NADH assays, four targets. IC50, µM (doses to about 10 µM), without a hit: top-dose inhibition. 0.02% of 65,000 active. AID 774;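 active = single-dose screening hits from any of four coupled enzyme assays that gave an IC50 when retested across doses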;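 also: the DPM-DC format reads NADH fluorescence rather than 340 nm absorbance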
# Ec RNAP inh – Escherichia coli RNA polymerase inhibition | E. coli RNA polymerase, fluorescence transcription assay | inhibition, %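 (tested at 10 µM)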 | 0.2% of 62,000 active | P0A8V2; in the data active = inhibition above about 20%;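 also: 0% = enzyme without compound and 100% = no enzyme blank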
# tolC growth inh – E. coli tolC mutant growth inhibition. E. coli BW25113 tolC mutant growth, OD615. growth inhibition, % at 10 µM (by protocol). 2.2% of 65,000 active. AID 573;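 active = growth inhibition at or above a cutoff equal to the mean over every tested compound plus 3 SD, cut at about 60% in these data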;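 also: growth measured after 20 h incubation at 37 °C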
#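 Test system: tolC-deleted E. coli BW25113 | Medium: LB with kanamycin 50 µg/mL | Compound dosing: Single concentration, 10 µM final per compound | Schedule: 37 °C, 20 h exposure | Measured by: OD at 615 nm | Evaluation: Percent growth inhibition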
# RORA act – activates the human nuclear receptor RORA. 1.5% of 65,000 active. CHO-K1 Gal4-RORA LBD luciferase reporter, luminescence; percent increase over mock-subtracted basal signal. activation, % at 10 µM. P35398;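 active = activation above the mean of all tested compounds plus 3 SD, cut at about 49% in these data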;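 also: 0% = DMSO-treated RORA cells and 100% = added signal equal to DMSO minus mock-transfected cells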
# Target sequence (P35398 whole entry, looked up, the tested form may be a part): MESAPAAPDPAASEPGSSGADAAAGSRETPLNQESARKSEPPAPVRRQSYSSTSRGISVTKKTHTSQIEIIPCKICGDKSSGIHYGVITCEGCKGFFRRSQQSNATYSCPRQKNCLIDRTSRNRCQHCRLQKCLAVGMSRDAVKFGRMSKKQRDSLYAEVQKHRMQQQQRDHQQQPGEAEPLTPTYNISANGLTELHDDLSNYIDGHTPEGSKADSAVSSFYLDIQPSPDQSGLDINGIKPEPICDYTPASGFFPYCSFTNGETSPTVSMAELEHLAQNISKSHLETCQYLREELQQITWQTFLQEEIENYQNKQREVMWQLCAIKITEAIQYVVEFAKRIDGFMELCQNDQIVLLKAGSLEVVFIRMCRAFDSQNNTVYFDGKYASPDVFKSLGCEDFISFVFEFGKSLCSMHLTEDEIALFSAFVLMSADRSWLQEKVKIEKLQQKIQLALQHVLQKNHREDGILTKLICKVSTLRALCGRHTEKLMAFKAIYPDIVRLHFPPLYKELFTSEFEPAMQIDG
# TNAP act DEA – activators of human TNAP at intermediate phosphate acceptor; P05186; purified TNAP, CDP-star luminescence, 100 mM DEA, 30 min; stronger effect = higher value; scale: 0 levamisole-inhibited, 1 vehicle-only enzyme; activation factor at 20 µM; 64,000 tested, under 10 active;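 active = activation factor of at least 2 at 20 µM, relative to controls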
# M1 antagonist – M1 muscarinic receptor (rat) antagonism; P08482; CHO-M1 cells, Fluo-4 calcium, ACh EC80 antagonist mode; stronger effect = lower value; B-score at 10 µM; 3.4% of 64,000 active;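 active = calcium fluorescence response, raw or row-and-column corrected B-score, differing from the plate sample mean either way at a set confidence level, mostly lower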
# Target sequence (P08482 whole entry, looked up): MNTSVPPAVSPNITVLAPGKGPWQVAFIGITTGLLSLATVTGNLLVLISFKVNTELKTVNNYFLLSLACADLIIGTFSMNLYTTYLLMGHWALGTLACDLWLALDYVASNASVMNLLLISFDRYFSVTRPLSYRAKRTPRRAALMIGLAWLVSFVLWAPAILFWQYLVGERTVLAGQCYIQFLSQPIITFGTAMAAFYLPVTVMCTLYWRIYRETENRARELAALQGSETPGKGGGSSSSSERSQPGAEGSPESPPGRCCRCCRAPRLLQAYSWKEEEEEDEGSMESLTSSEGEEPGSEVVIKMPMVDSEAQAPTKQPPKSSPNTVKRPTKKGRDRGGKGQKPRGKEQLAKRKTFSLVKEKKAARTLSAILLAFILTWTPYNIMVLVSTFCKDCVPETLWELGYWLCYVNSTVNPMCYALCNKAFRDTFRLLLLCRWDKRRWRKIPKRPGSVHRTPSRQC
# Fluor 339 460 – intrinsic fluorescence of library compounds, ex339/em460 – biochemical, MLSMR library, data from DPM-DC assay, artefact control, profiling panel; 5.5% of 65,000 active; fluorescence fold increase at 10 µM; compound autofluorescence, ex339/em460 nm, NADH buffer; stronger effect = higher value; 1 = no-compound wells, NADH background;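 active = at 10 µM, mean starting fluorescence two-fold or more over control wells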;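 also: signal is the first read of a kinetic run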
# M1 agonist – M1 muscarinic receptor agonism | CHO-M1 cells, Fluo-4 calcium fluorescence, agonist mode; stronger effect = higher value | B-score at 10 µM | 3% of 64,000 active;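 active = fluorescence rise, raw or as B-score row- and column-corrected plate score, outside the 99.7% band of its plate's samples, either direction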
# The depositor's hits bear a star; x = no result given.
Compound	SF-1 act	NADH coupling	Ec RNAP inh	tolC growth inh	RORA act	TNAP act DEA	M1 antagonist	Fluor 339 460	M1 agonist
CSC1=NCCN1C(=O)c1ccc(S(=O)(=O)N2CCCC2)cc1	3	2%	13	-15	-10	0.9	0.0066	1	1.1
O=C(CSc1nnnn1-c1ccc2c(c1)OCCO2)Nc1nc2c(s1)CCCC2	-6	2%	6	15	-14	1	-0.33	1.1	-0.86
Cc1cc(=O)oc(C)c1C(=O)Nc1cnc2ccccc2c1	15	4%	6	-4	-3	0.9	0.48	1.3	-2.5
COc1ccccc1N1CCN(C(=O)CCCn2c(=O)[nH]c3ccsc3c2=O)CC1	-2	2%	-11	-6	-4	0.9	-4.2*	1.1	-1.4
O=c1cc(NCc2ccco2)[nH]c(=O)n1-c1ccc(Br)cc1	5	5%	3	-3	-17	0.9	0.6	0.99	-0.16
N#CC(C(=O)NC1CCCCC1)c1nc2ccccc2nc1N1CCN(c2ccc(F)cc2)CC1 (stereo not drawn)	-2	1%	-3	-18	-6	0.8	-0.91	1.2	14*
CC/C(CC(C)(C)c1ccccc1)=N\O	-10	5%	x	-5	35	1	-0.041	1.1	0.0075
N#CCSc1nc(Nc2ccc3c(c2)OCO3)c2ccccc2n1	-14	3%	3	8	-11	1	0.2	1.2	-0.031
COc1ccc(Br)cc1C(=O)O	1	1%	8	-8	-18	0.9	0.88	1.1	-0.88
CC1N(C)c2cc(NC(=O)c3ccco3)ccc2C1(C)C (stereo not drawn)	71*	3%	5	13	33	1	0.085	1.1	0.26
CSc1nc2sc3c(c2c(=O)n1C)CCCC3	8	6%	-7	16	-30	1	0.6	1.1	0.25
COc1ccccc1OCCCn1c(=O)sc2ccccc21	32	4%	7	23	3	1	-0.46	1.1	0.11
Cc1ccc(-c2cc(C(F)F)nc(N3CCC(C)CC3)n2)cc1	-7	3%	1	-1	-4	0.8	0.71	1.4	4.2*
O=C(c1cccs1)c1cn(CC(=O)N2CCc3ccccc3C2)c2ccccc12	-4	4%	14	16	-5	0.8	-7.2*	1	-0.56
O=C(CN1C(=O)NC2(CCCCC2)C1=O)Nc1ccccc1Cl	-12	3%	1	-23	5	0.9	-0.64	1.1	-0.0017
CCN(C(=O)c1cccc(F)c1)c1ccccc1C	2	3%	4	4	-9	0.9	-0.093	1.1	0.034
Cc1nc(=O)c(-c2ccccc2)c(C)n1CCCO	2	7%	1	-16	-14	1	-0.18	1.1	0.21
Cc1ccc(Oc2nsnc2N2CCOCC2)cc1	-21	6%	9	8	-8	0.9	0.067	1.1	0.68
CC(C)=C(NC(=O)c1ccccc1)C(=O)NCCCC(=O)O	8	5%	5	-11	1	0.9	-0.48	1.1	0.098
Cc1ccc(-n2c(Cc3cccs3)nnc2SCC(=O)Nc2ccc(S(N)(=O)=O)cc2)cc1	-3	5%	8	19	-6	0.9	x	1.1	x
c1cnc(N2CCN(c3ncnc4c3oc3ccccc34)CC2)nc1	-13	6%	11	1	-10	1	-1.5	1.2	3.2*
O=C(CCn1c(=S)[nH]c2cc3c(cc2c1=O)OCO3)NCCN1CCCC1	8	4%	1	-12	8	0.9	-0.38	0.99	0.11
O=C(CCCn1c(SCC(=O)c2ccc(F)cc2)nc2ccccc2c1=O)NCc1ccco1	8	7%	-3	8	40	0.9	-0.12	1.1	0.23
CCCN1Cc2cccc(C(=O)Nc3ccc(N4CCN(CC)CC4)cc3)c2C1=O	12	8%	8	-8	-21	0.9	-1.7*	1.1	-0.018
COc1ccc(C2C3=C(CC(C)(C)CC3=O)Oc3ncn(Cc4ccco4)c(=N)c32)cc1 (stereo not drawn)	2	3%	6	11	-3	0.9	0.39	1.1	-0.88
CCOc1ccc(C2C(C#N)=C(N)N3C(=C2C#N)Sc2ccccc23)cc1 (stereo not drawn)	18	11%	6	17	25	1	-0.44	1.6	9.9*
c1ccc(SCc2nc(-c3cccnc3)no2)cc1	32	5%	12	0	48	0.9	-1.3	1.1	-0.23
Cn1c(=O)[nH]c(=O)c2c1nc(CN1CCOCC1)n2CCc1ccccc1	11	1%	x	-23	16	x	0.77	1.2	-0.067
O=C(CN1CCOCC1)Nc1cccc(Br)c1	14	5%	5	-19	-28	1.1	-0.031	1.1	-0.39
Cc1ccc2[nH]c3c(c2c1)CN(C(=O)CN1CCN(c2ccccc2)CC1)CC3	15	3%	3	40	-6	0.9	-0.27	1.2	0.016

# Quoted from the listing for reference:
Compound	SF-1 act	NADH coupling	Ec RNAP inh	tolC growth inh	RORA act	TNAP act DEA	M1 antagonist	Fluor 339 460	M1 agonist
COc1ccccc1N1CCN(C(=O)CCCn2c(=O)[nH]c3ccsc3c2=O)CC1	-2	2%	-11	-6	-4	0.9	-4.2*	1.1	-1.4
O=c1cc(NCc2ccco2)[nH]c(=O)n1-c1ccc(Br)cc1	5	5%	3	-3	-17	0.9	0.6	0.99	-0.16
N#CC(C(=O)NC1CCCCC1)c1nc2ccccc2nc1N1CCN(c2ccc(F)cc2)CC1 (stereo not drawn)	-2	1%	-3	-18	-6	0.8	-0.91	1.2	14*

# Single entries from the list:
# For NADH coupling, c1ccc(SCc2nc(-c3cccnc3)no2)cc1 has the entry 5%
# For NADH coupling, O=C(CCCn1c(SCC(=O)c2ccc(F)cc2)nc2ccccc2c1=O)NCc1ccco1 has the entry 7%
# For Ec RNAP inh, O=C(CSc1nnnn1-c1ccc2c(c1)OCCO2)Nc1nc2c(s1)CCCC2 has the entry 6

# The main list resumes, repeating the 2 entries before the break.
Compound	SF-1 act	NADH coupling	Ec RNAP inh	tolC growth inh	RORA act	TNAP act DEA	M1 antagonist	Fluor 339 460	M1 agonist
O=C(CN1CCOCC1)Nc1cccc(Br)c1	14	5%	5	-19	-28	1.1	-0.031	1.1	-0.39
Cc1ccc2[nH]c3c(c2c1)CN(C(=O)CN1CCN(c2ccccc2)CC1)CC3	15	3%	3	40	-6	0.9	-0.27	1.2	0.016
CC1CCN(c2nnc(N3CCC(C)CC3)c3ccccc23)CC1	-8	6%	4	6	1	0.9	-0.075	1.3	0.69
COc1ccc(Cn2nnnc2C(c2cccs2)N2CCOCC2)cc1 (stereo not drawn)	-7	8%	4	-8	-15	0.8	2.3*	1	-0.0052
Cc1nnc(NC(=O)CCSc2ccccc2)s1	-5	3%	8	-14	-3	0.9	0.19	1.1	0.1
O=C(O)c1cc2nc(C3CC3)cc(C(F)(F)F)n2n1	-8	8%	6	-16	4	1	-0.14	0.74	-0.31
CC(C)N(Cc1nc(-c2ccc(Cl)cc2)no1)C(=O)C12CC3CC(CC(C3)C1)C2	-13	5%	x	-12	-16	0.9	-0.017	1.1	-0.014
Cc1nc(C)c(C(=O)Nc2ccccc2)s1	-20	10%	4	-9	23	0.8	0.67	1	-0.36
O=C(Cc1cccs1)NCc1ccco1	-3	1%	0	-4	-11	0.9	x	1.1	-0.68
CNC(=O)CSc1nnnn1CCCOC	-18	4%	8	-22	9	0.9	-0.00065	1.1	-0.35
O=C(c1ccco1)N1CCN(C(c2ccccn2)c2nnnn2C2CCCC2)CC1 (stereo not drawn)	9	5%	7	-6	4	0.9	0.95	1.1	0.44
Cc1onc(-c2c(Cl)cccc2Cl)c1C(=O)NCc1ccccn1	-4	2%	x	-7	-6	0.9	x	1.1	x
Cc1cc(NS(=O)(=O)c2ccc(NC(=O)CCCOc3ccc(Cl)cc3)cc2)no1	5	7%	x	20	11	1	0.5	1.1	0.12
CCOC(=O)C1=C(C)OC(N)=C(C#N)C1c1cc(OC)c2c(c1)OCO2 (stereo not drawn)	-1	6%	5	-11	6	0.9	-0.59	1.2	-0.56
CCOC(=O)COc1ccc(S(=O)(=O)NCc2cccnc2)cc1	-14	2%	-3	-15	-6	0.9	-0.49	1.1	0.017
Cc1ccc2cccc(S(=O)(=O)n3nc(C)cc3C)c2n1	5	3%	6	8	-20	1	-0.16	1.1	1.6
COc1ccc(Cl)cc1NC(=O)CSc1nnc(Cn2c(=O)sc3ccccc32)n1C	-5	3%	9	-4	16	1	0.2	1	0.45
O=C(O)CN1C(=O)COc2cc(S(=O)(=O)N3CCCC3)ccc21	-6	0%	8	-3	11	0.9	0.0054	1.1	0.042
Cc1ccc(NC(=O)Cn2cnc3c(=O)n(C)c(=O)n(C)c32)c(C)c1	-18	4%	4	-5	-13	1	0.15	1.1	-0.089
Cc1ccc(S(=O)(=O)NCC(=O)NC2CCCCCC2)cc1	2	6%	5	9	-1	0.9	-0.45	1.1	0.62
O=C(Nc1cccc(O)c1)c1ccc(Br)cc1	-4	5%	x	6	8	1	0.09	1.1	0.52
O=C(CSc1nc2[nH]ncc2c(=O)n1-c1ccccc1)N1CCCc2ccccc21	22	1%	-2	9	-10	1.1	0.28	1.1	-0.95
Cc1ccc(NC(=O)Cc2nn(C)c(=O)c3ccccc23)cc1F	-80	5%	8	27	-76	0.9	-2.3	1.1	5.5*
Cn1c(Cn2c(=O)sc3ccccc32)nnc1SCC(=O)N1CCN(c2ccccc2)CC1	4	4%	2	3	20	0.9	0.4	1	0.47
Cc1cnc(C)c(N2CCC(C(=O)NCc3cccs3)CC2)n1	7	2%	x	-5	10	1	0.9	1.1	-0.2
COc1ccc(Cl)cc1S(=O)(=O)n1cnc2ccccc21	32	2%	5	11	-2	0.8	0.24	1.1	0.32
Cc1ccc(S(=O)(=O)c2nc(NC3CCS(=O)(=O)C3)sc2Cl)cc1 (stereo not drawn)	-8	1%	-1	-4	-18	0.9	0.93	1	-0.044
Cc1cc(C)n2cc(CSCc3ccco3)nc2n1	12	5%	4	4	10	0.8	-0.32	1.4	-0.2

# Record cards (already shown).
# O=C(Cc1cccs1)NCc1ccco1 is listed as SF-1 act: -3; NADH coupling: 1%; Ec RNAP inh: 0; tolC growth inh: -4; RORA act: -11; TNAP act DEA: 0.9; M1 antagonist: x; Fluor 339 460: 1.1; M1 agonist: -0.68
# Cc1cnc(C)c(N2CCC(C(=O)NCc3cccs3)CC2)n1 is listed as SF-1 act: 7; NADH coupling: 2%; Ec RNAP inh: x; tolC growth inh: -5; RORA act: 10; TNAP act DEA: 1; M1 antagonist: 0.9; Fluor 339 460: 1.1; M1 agonist: -0.2
